TWEAK Fn14 block: TWEAK-Fn14 signaling inhibition | 2% of 360,000 active | inhibition, % at 10 µM | TWEAK-stimulated Fn14 reporter cells, luciferase luminescence, 8 h | AID 1159606; in the data active = inhibition above about 50%
TROY NFkB inh: inhibitors of TROY-dependent NF-kB signaling. 0.98% of 360,000 active. AID 1347056. inhibition, % at 10 µM. Q293 LMP1-TROYcd NF-kB luciferase reporter, 4 h;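 active = compounds whose plate-normalised and pattern-corrected inhibition of the luciferase reporter signal at the single screening dose is 50% or more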
KKLEB cytotox: CF airway cell cytotoxicity counter-screen; KKLEB CF airway cells viability, ATPlite luminescence, overnight; stronger effect = lower value; cells stimulated with P. aeruginosa culture filtrate; activity change (cytotoxicity), % at 5 µM; 0.36% of 360,000 active;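 active = corrected activity change at or below -50% at 5 µM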
SRC3 inh: human NCOA3 inhibition; Q9Y6Q9; HEK293 GAL4-SRC3 luciferase reporter, luminescence; inhibition, % at 3.6 µM; 0.17% of 360,000 active;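 active = inhibition above a per-campaign cutoff, the mean of all compounds plus 3 SD, cut at about 60% in these data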;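 also: 0% = DMSO-treated cells and 100% = gossypol-treated cells at 36 µM; higher means less SRC3-driven luciferase light from the GAL4 reporter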
SRC1 inh: human NCOA1 inhibition | Q15788 | HEK293 GAL4-SRC1 luciferase reporter, luminescence | inhibition, % at 3.6 µM | 0.12% of 360,000 active | AID 588354;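 active = inhibition above the campaign mean plus 3 SD, with each screening campaign given its own cutoff, cut at about 60% in these data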;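 also: 0% = DMSO treated cells and 100% = gossypol at 36 µM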
Shn3 3UTR inh: reduces Shn3 3'UTR luciferase signal in osteoblasts. Clone20 osteoblast Shn3 3'UTR firefly luciferase, 24 h. 0.52% of 360,000 active. AID 588674. inhibition, % at 12.5 µM;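 active = mean inhibition of at least 75% with every replicate also reaching 75%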;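 also: 0% = median of neutral control wells and 100% = pilot-screen positive control compound; some compounds past the cut are filed as inactive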
EBV LMP1 NFkB: reduces LMP1-driven NF-kappaB luciferase signal; AID 504558; inhibition, % at 12.5 µM; LMP1-induced NF-kappaB luciferase reporter cells, luminescence; 0.69% of 350,000 active; in the data active = inhibition above about 41%;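 also: 0% = neutral control wells and 100% = reference inhibitor control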
C8 TRAIL sens: sensitizes caspase-8 expressing cells to TRAIL; NB7+C8 cells + TRAIL, ATPlite viability luminescence; inhibition (viability loss, TRAIL sensitization), % at 10 µM; AID 624354; 1% of 360,000 active;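 active = compounds causing at least 50% loss of cell viability in the single-dose screen, relative to plate controls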
COUP-TFII inh: blocks human COUP-TFII nuclear receptor. inhibition, % at 8.6 µM. HEK293T NGFI-A luciferase reporter, luminescence. 0.7% of 370,000 active. P24468;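 active = inhibition above a per-plate cutoff, mean inhibition of test wells between control levels plus 3 SD, cut at about 38% in these data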;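 also: cells cotransfected with COUP-TFII expression vector driving the NGFI-A reporter; 0% = median of COUP-TF2 test wells and 100% = reporter-only cells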
Target sequence (P24468 whole entry, looked up): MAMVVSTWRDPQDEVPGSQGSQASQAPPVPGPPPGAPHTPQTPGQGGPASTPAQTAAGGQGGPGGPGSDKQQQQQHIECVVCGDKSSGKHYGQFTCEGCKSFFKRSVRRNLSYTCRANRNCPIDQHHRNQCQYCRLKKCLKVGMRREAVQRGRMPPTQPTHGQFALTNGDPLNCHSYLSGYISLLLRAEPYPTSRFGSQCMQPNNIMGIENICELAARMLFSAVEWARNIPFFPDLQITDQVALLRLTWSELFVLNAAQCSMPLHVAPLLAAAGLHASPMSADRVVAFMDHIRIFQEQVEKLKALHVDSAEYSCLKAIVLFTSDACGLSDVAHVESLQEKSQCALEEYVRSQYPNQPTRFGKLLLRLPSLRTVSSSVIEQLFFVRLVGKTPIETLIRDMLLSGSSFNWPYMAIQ
CF NFkB inh: blocks PAF-induced NF-kB reporter in cystic fibrosis cells. KKLEB NF-kB-GFP reporter, GFP fluorescence overnight. inhibition, % at 5 µM. 0.86% of 360,000 active. AID 588850;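 active = at least 50% inhibition at 5 µM, scaled per plate between neutral and stimulator controls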;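 also: PAF is a Pseudomonas aeruginosa culture filtrate used as stimulus; plate controls were PAF-stimulated DMSO wells for no effect and unstimulated DMSO wells for full effect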
LRH-1 inv ag: inverse agonists of human LRH-1 (NR5A2); inhibition, % at 3.6 µM; HEK293T StAR-luciferase reporter, LRH-1 transfected, 24 h; O00482; 0.13% of 360,000 active;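 active = inhibition above the mean inhibition of all tested compounds plus 3 SD, cut at about 73% in these data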;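 also: 0% = DMSO wells and 100% = reporter-only cells lacking LRH-1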
Target sequence (O00482 whole entry, looked up): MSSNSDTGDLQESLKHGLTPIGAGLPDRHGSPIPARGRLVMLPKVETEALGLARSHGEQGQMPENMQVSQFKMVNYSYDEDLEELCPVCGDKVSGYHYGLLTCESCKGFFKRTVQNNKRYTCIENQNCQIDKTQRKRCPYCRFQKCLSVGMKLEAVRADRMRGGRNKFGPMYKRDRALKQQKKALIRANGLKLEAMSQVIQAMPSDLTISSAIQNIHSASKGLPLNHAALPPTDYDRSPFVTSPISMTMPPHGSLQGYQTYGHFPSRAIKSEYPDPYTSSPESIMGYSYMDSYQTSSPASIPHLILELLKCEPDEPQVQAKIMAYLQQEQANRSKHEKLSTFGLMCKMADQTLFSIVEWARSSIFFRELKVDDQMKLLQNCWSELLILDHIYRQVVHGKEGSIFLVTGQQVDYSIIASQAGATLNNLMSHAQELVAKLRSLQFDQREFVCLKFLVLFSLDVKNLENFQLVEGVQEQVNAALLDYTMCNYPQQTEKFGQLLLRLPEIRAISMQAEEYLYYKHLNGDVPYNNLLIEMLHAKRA
Numbers without * were called inactive; nt = no result given. These rows are one share of the data; the hit share may differ from the screen's.

SMILES	TWEAK Fn14 block	TROY NFkB inh	KKLEB cytotox	SRC3 inh	SRC1 inh	Shn3 3UTR inh	EBV LMP1 NFkB	C8 TRAIL sens	COUP-TFII inh	CF NFkB inh	LRH-1 inv ag
O=C1NC(=Nc2ccccc2)SC1Cc1ccccc1 (stereo not drawn)	-13	-11	-1	10	-6	-14	0	-10	-6	18	-4
Cc1ccc(S(=O)(=O)N2CCC(N3CCN(C)CC3)CC2)cc1Cl	14	19	-9	26	17	-13	-6	9	-6	12	10
O=C(NC(=S)Nc1ccc2[nH]c(=O)[nH]c2c1)c1cc(Br)ccc1Cl	0	-22	-10	-6	8	21	0	0	10	1	-15
COc1ccc(Cl)cc1C(=O)Nc1ccccc1N1CCCCC1	11	3	-17	13	-2	31	9	1	4	-12	9
O=C(NC1CCCC1)C1CCC(CNS(=O)(=O)c2cccs2)CC1 (stereo not drawn)	-5	5	-5	6	-1	25	3	4	-5	-2	2
CCN(CC)S(=O)(=O)c1ccc(Cl)c(C(=O)OC)c1	5	7	-8	0	4	5	1	-18	-5	10	6
CC(=O)Nc1cccc(NC(=O)COC(=O)C2CC3CCCC(C2)C3=O)c1 (stereo not drawn)	-4	10	18	-30	-70	2	7	1	-21	-28	0
CC(C)n1c(NCCO)nc2ccccc21	5	-9	-6	26	-7	-5	2	-1	10	3	-5
CSc1ccc(CN(C)C(=O)c2cc(Cl)c3c(c2)OCCO3)cc1	40	4	-5	2	-20	-3	6	22	8	-16	6
N#CC(C#N)=C1C=C2C=C(N3CCCCCC3)CCC2CC1 (stereo not drawn)	9	31	-8	20	-3	16	-4	-6	10	-328	16
CC(=O)c1ccc(NC(=O)c2cc(CC(C)C)on2)cc1	-8	-36	24	-33	-20	-57	-15	-1	-22	-10	-14
O=C(Cc1c[nH]c2ccccc12)N/N=C/c1ccc(F)cc1	20	3	5	12	-6	-21	-6	2	4	-10	12
Cc1ccc(C(=O)Oc2ccc(C(=S)N3CCOCC3)cc2)cc1	-21	-24	2	-15	2	8	1	-4	-4	-5	14
COc1ccc(CSc2nnc(SCc3ccc([N+](=O)[O-])cc3)s2)cc1	-9	-13	0	-12	4	6	-13	5	8	-1	-8
Cc1ccc(NC(=O)CN(C)C(=O)c2ccc(OCc3c(C)noc3C)cc2)cc1	7	-10	20	2	0	-3	9	-12	0	-18	-7
CC12CCC(C(=O)N3CCN(c4ncccn4)CC3)(c3nc4ccccc4nc31)C2(C)C (stereo not drawn)	-12	4	-1	-3	-13	6	-7	-10	-14	7	10
Cc1ccc(N2C(=O)CS/C2=N\C(=S)Nc2ccccc2)cc1	-15	-24	-1	-5	-3	23	nt	-5	-22	6	2
Cc1ccc(C(=O)N2CCC(C(=O)NCc3ccco3)CC2)cc1	12	3	0	-10	-18	3	3	-2	22	10	11
C=CCSc1nnc(NC(=O)c2cn(CC)c3nc(C)ccc3c2=O)s1	90*	5	-4	2	-11	-5	6	-4	15	-2	3
CCOC(=O)C1(Cc2cccc(F)c2)CCN(C(=O)c2cnccn2)CC1	-4	1	1	2	4	1	1	0	-20	-4	0
CC1CCCC(NC(=O)COC(=O)c2ccc(Cl)nc2)C1C (stereo not drawn)	-1	-5	5	1	6	-17	3	-6	-54	-1	19
COC(=O)c1sccc1NC(=O)c1ccc(Cl)cc1	-9	-12	2	-8	-10	-24	1	-8	21	-8	24
COC(=O)CSc1nc2cc(OC)ccc2cc1C#N	-1	-68	-7	-111	-129	-76	-75	71*	-42	-75	-192
O=c1[nH]c(NC2CCCCC2)nnc1Cc1ccccc1	-17	1	9	2	2	13	-1	-2	14	-17	-15
N#CC(C#N)=NNc1ccc([N+](=O)[O-])cc1	21	56*	-26	9	-2	13	16	-19	11	57*	-9
SMILES	TWEAK Fn14 block	TROY NFkB inh	KKLEB cytotox	SRC3 inh	SRC1 inh	Shn3 3UTR inh	EBV LMP1 NFkB	C8 TRAIL sens	COUP-TFII inh	CF NFkB inh	LRH-1 inv ag
CC(C)Oc1ccc(CCN=C(N)N=C(N)N)cc1Cl	16	12	3	10	-2	17	8	11	15	12	0
COc1ccc(C(=O)NCc2cccnc2)cc1Br	3	-13	3	13	-5	3	-10	-10	-3	-3	5
Cc1ccc(N(CN2C(=O)c3ccccc3C2=O)C(=O)c2ccc([N+](=O)[O-])cc2[N+](=O)[O-])cc1	5	5	-7	15	-30	-19	-4	0	-1	1	2
Cc1cc(C)cc(OCC(=O)Nc2ccc(-n3cnnn3)cc2)c1	-18	-7	12	12	-13	15	1	9	13	8	7
CCC(COC(=O)Nc1cccc(C)c1C)NC(=O)OCC(C)C (stereo not drawn)	0	-27	1	27	1	-4	-16	-2	21	9	-6
CCCCOC(=O)c1[nH]c(C)c(C(=O)OC)c1C	-33	-47	1	-47	-68	-74	-39	2	-35	9	-85
CCn1c(SCC(=O)Nc2c(C#N)cnn2-c2ccccc2)nnc1-c1cccs1	5	9	11	7	4	-13	nt	-10	4	10	2
COCCCNC(=O)Cn1c(=O)n(CCCCCC(=O)NCc2ccc3c(c2)OCO3)c(=O)c2sccc21	-12	-7	-2	2	4	1	7	6	-12	-14	0
COCc1[nH]nc2c1C(c1ccccc1Cl)C(C#N)=C(N)O2 (stereo not drawn)	7	16	-1	13	-12	13	-3	1	-2	8	3
COc1cccc(C(=O)NN/C(C)=C/C(=O)C(F)(F)C(F)(F)C(F)(F)F)c1	-10	-37	-7	-18	-21	-11	5	16	-31	21	-51
CSc1nc2oc3c(c2c2nncn12)CC(C)(C)SC3	-4	-13	5	13	-20	-3	6	0	15	-14	7
COC(=O)N/N=C/c1cn(CCOc2ccccc2)c2ccccc12	-24	-24	1	-16	-51	-18	-21	-25	-26	-6	-33
COc1ccc(C2N(c3cc(C)on3)C(=O)C3CCCN32)cc1OC (stereo not drawn)	10	-15	4	-13	-3	3	2	15	1	-5	0
CN(C)C(CNC(=O)CNC(=O)c1ccc2ccccc2c1)c1ccccc1 (stereo not drawn)	-20	-11	-1	9	15	-9	6	9	-8	-18	-24
Cc1ccc(O)c(NC(=S)NC(=O)C(C)C)c1	-6	-19	9	-10	-9	-4	-2	11	-13	4	2
COc1ccc(NC2=CC(=O)N(C)C2=O)cc1	2	-13	4	-7	0	-24	-8	1	-8	-4	6
CNS(=O)(=O)c1cccc(C(=O)NNC(=O)c2ccc(COc3ccccc3)cc2)c1	15	-20	4	-7	0	14	7	6	12	-7	-8
COc1ccc(-c2cc(N)n(CCC#N)n2)c(OC)c1	-1	17	11	-15	-2	0	-8	-2	12	-23	27
CC(C)(O)c1cc2ccc(C#CCCN3C(=O)c4ccccc4C3=O)cc2c(=O)o1	-27	21	-11	-8	-1	-24	14	3	-7	10	6
CS(=O)(=O)N1CCC(C(=O)Nc2cc(C(F)(F)F)ccc2Cl)CC1	12	7	-4	-6	7	-11	-3	7	-5	-3	-10
O=C(COc1ncnc2ccc(Br)cc12)NC1CCCC1	4	-23	0	19	4	5	-3	-9	-3	-14	8
O=c1oc2ccccc2n1Cc1ccccc1	-3	6	1	8	-2	3	-6	22	9	-2	-1
COc1ccccc1CN1CCN(S(=O)(=O)c2ccccc2)CC1	-25	-10	-3	-3	-20	6	-3	-15	1	-2	-14
CCOP(=O)(c1ccccc1)C(O)c1ccc(Br)cc1 (stereo not drawn)	-16	35	4	2	-1	1	-8	-4	0	-3	-9
CC(CCc1ccccc1)NC(=O)CN1CCSc2ccccc21 (stereo not drawn)	3	0	-2	16	-6	-16	-6	5	-12	-6	18

Just KKLEB cytotox, for some of the entries so far:
mol	KKLEB cytotox
CC(C)(O)c1cc2ccc(C#CCCN3C(=O)c4ccccc4C3=O)cc2c(=O)o1	-11
Cc1cc(C)cc(OCC(=O)Nc2ccc(-n3cnnn3)cc2)c1	12

(next part)
SMILES	TWEAK Fn14 block	TROY NFkB inh	KKLEB cytotox	SRC3 inh	SRC1 inh	Shn3 3UTR inh	EBV LMP1 NFkB	C8 TRAIL sens	COUP-TFII inh	CF NFkB inh	LRH-1 inv ag
COc1ccc(CCN=C(N)NS(=O)(=O)c2cc(F)ccc2F)cc1	-2	17	6	-7	-5	-17	0	-14	3	-10	-17
CN(Cc1nc2ccccc2s1)C(=O)c1ccc(F)cc1	4	-2	5	10	2	-35	-4	-15	0	-26	4
Cc1ccc2nc(-c3ccc(C#N)cc3)c(Cc3ccccc3)n2c1	16	-14	nt	nt	nt	nt	nt	-3	-19	nt	-27
Cc1[nH]nc(SCC(=O)Nc2ccc(C#N)cc2)c1[N+](=O)[O-]	-4	-10	16	12	-14	-13	-10	-1	-24	-26	-1
CCOn1c(=O)c(-c2ccc(F)cc2)[n+]([O-])c2ccccc21	1	-14	-21	-5	1	-2	-4	-16	-7	14	2
Cc1cc(C)nc(NC2=NC3CCCCC3N2)n1 (stereo not drawn)	4	-5	5	16	7	-10	-11	-8	12	20	14
Cc1onc(-c2ccccc2)c1C(=O)N1CCN(c2ccccc2F)CC1	-19	-4	-12	5	9	-21	0	-2	14	1	8
CCOc1ccc(NC(=S)c2ccc3ccccc3n2)cc1	0	-10	-13	3	-15	-26	-11	-9	2	-11	2
CCCC(=O)Nc1ccc(Cl)c(NC(=S)NC(=O)C(C)C)c1	-5	16	-7	0	3	10	2	-3	14	12	5
OC(c1ccc(-c2ccccc2)cc1)c1ncc(-c2ccccc2Cl)[nH]1 (stereo not drawn)	0	6	4	7	-1	5	nt	-2	5	-18	13
CCOC(=O)c1cc(NC(=O)c2ccccc2)c(=O)n2c1oc1ccccc12	-2	-19	4	18	-7	15	4	-6	-3	-12	-7
O=C1CCCC/C1=C/NCc1ccc(F)cc1	-7	-10	4	-4	12	9	10	-4	-10	-4	5
CO/N=C(\Cn1ncc(N2CCOCC2)c(Br)c1=O)c1ccc(Cl)cc1	11	1	3	-9	-8	11	-1	-4	11	5	10
O/N=C/c1cn(-c2ccccc2)nc1-c1cccnc1	11	12	-2	7	-37	10	-3	-2	8	-6	10
Cc1ccccc1CNc1ccc(C(CC(N)=O)NC(=O)c2ccccc2)cc1[N+](=O)[O-] (stereo not drawn)	12	17	4	1	-2	29	4	17	-4	-9	-2
O=C(O)C1=C[C@H](c2coc3ccccc3c2=O)C[C@H](OCc2ccc(CO)cc2)O1	-6	-12	6	-5	2	-5	6	8	1	30	-10
O=C1CCCN2N=C(SCC(=O)Nc3ccccc3C(F)(F)F)SC2=N1	-6	11	2	18	-4	4	7	15	4	-21	5
O=[N+]([O-])c1ccc(CSC2=NCCN2)cc1	11	8	21	-1	-4	-12	-27	10	-3	-6	-2
O=C(O)CCN1CCN(S(=O)(=O)c2ccc3ccccc3c2)CC1	2	2	5	-12	-17	0	3	8	-2	-4	4
Cc1cc(C)c(S(=O)(=O)Nc2cnc3ccccc3c2)c(C)c1	-16	-1	3	-5	-7	24	0	4	-3	17	19

4 of the entries above in order of the LRH-1 inv ag value, rising:
SMILES	TWEAK Fn14 block	SRC3 inh	SRC1 inh	Shn3 3UTR inh	EBV LMP1 NFkB	COUP-TFII inh	CF NFkB inh	LRH-1 inv ag
O=C(O)C1=C[C@H](c2coc3ccccc3c2=O)C[C@H](OCc2ccc(CO)cc2)O1	-6	-5	2	-5	6	1	30	-10
O=[N+]([O-])c1ccc(CSC2=NCCN2)cc1	11	-1	-4	-12	-27	-3	-6	-2
CN(Cc1nc2ccccc2s1)C(=O)c1ccc(F)cc1	4	10	2	-35	-4	0	-26	4
O/N=C/c1cn(-c2ccccc2)nc1-c1cccnc1	11	7	-37	10	-3	8	-6	10
